Rab2A wt mod: changes GTP binding to wildtype dog Rab2A, up or down | P61105 | GST-Rab2 wt beads, Bodipy-GTP binding, flow cytometry | GTP binding activity, % at 10 µM | 0.19% of 190,000 active | AID 760;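 active = GTP binding activity at least 20 points away from 100%, either lowered or raised; inconclusive = signal likely due to the compound's own green fluorescence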;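 also: 0% = beads with excess unlabeled GTP and 100% = no-compound control corrected for plate trend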
Rac1 mut GTP: alters GTP binding to activated mutant human Rac1; P63000; GST-Rac1 activated beads, fluorescent GTP binding, flow cytometry; actives lie on both sides; 100% means binding = to untreated wells; percent activity (GTP binding), % at 10 µM; 0.11% of 190,000 active; AID 764;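 active = GTP binding at least 20 percentage points away from the 100% baseline, in either direction, so actives lie on both sides; inconclusive = Compound likely fluorescent itself, or too few beads counted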
ABCG2 inh: blocks JC-1 efflux by human ABCG2 transporter | IgMXP3 cells, flow cytometry | Q9UNQ0 | inhibition, % at 6.6 µM | AID 1325 | 0.1% of 190,000 active;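 active = inhibition above 80%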;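 also: 0% = DMSO and 100% = nicardipine control wells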
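Measure – % inhibition of efflux relative to nicardipine and DMSO · Test system – ABCG2 IgMXP3 and barcoded ABCB1 CCRF-Adr cell mix · Control set – nicardipine as high control, DMSO as low control · Compound – one concentration, 6.6 µM final · Signal – flow cytometry of retained JC-1 fluorescence · Timing – 10 min exposure at 25 °C with rotation, no wash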
HRas wt GTP bind: human HRas wildtype GTP binding, change in either direction. GST-Ras wt beads, Bodipy-FL-GTP binding, flow cytometry; actives lie on both sides. GTP binding activity, % at 10 µM. 0.14% of 190,000 active. AID 759;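 active = GTP binding activity at least 20% away from the 100% baseline, either lowered as inhibitor or raised as activator; inconclusive = flagged as likely green fluorescent, judged across all proteins in the well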;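 also: 0% = unlabeled GTP competition control and 100% = no-compound control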
Target sequence (P01112 whole entry, looked up): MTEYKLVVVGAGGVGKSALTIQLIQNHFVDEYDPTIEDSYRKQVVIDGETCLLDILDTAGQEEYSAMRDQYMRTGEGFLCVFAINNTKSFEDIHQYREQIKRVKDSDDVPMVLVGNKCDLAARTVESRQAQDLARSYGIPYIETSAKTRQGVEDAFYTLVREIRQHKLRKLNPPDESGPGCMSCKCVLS
Mcl1 Noxa PPI: disrupts binding of human Mcl-1 to Noxa peptide | Q07820 | TR-FRET Mcl-1/Noxa peptide binding, 2 h | 1.5% of 220,000 active | inhibition, % at 21.7 µM | AID 1022;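 active = compounds that cut the protein-peptide binding signal by more than 50% relative to plate controls in a single-dose test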;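 also: His-tagged Mcl-1 with rhodamine Noxa BH3 peptide and terbium anti-His antibody; 0% = Mcl-1 plus Noxa peptide wells and 100% = peptide-only wells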
Target sequence (Q07820 whole entry, looked up): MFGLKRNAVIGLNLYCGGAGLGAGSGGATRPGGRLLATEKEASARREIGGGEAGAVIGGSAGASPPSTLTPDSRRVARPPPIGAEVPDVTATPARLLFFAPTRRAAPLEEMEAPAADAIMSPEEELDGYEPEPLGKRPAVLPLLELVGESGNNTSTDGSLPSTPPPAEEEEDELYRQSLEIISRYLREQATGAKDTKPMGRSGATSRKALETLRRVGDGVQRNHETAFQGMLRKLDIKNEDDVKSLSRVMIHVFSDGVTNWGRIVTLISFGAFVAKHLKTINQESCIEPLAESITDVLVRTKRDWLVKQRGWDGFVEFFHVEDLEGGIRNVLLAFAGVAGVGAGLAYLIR
ABCB1 block: human ABCB1 inhibition, ABCG2 as counter-screen; AID 1326; 0.067% of 190,000 active; inhibition, % at 6.6 µM; P08183; CCRF-Adr cells, JC-1 efflux, flow cytometry; in the data active = inhibition above about 40%;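 also: 0% = vehicle and 100% = reference inhibitor; higher value means more JC-1 retained so stronger ABCB1 efflux block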
Pf gametocyte: inhibitors of late stage P. falciparum gametocyte viability. P. falciparum stage V gametocytes, ATP luminescence, 24 h. inhibition, % at 10.9 µM. 0.065% of 150,000 active. AID 743093;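 active = inhibition above the mean plus 3 SD of compounds within the control limits, set per campaign, cut at about 38% in these data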;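 also: 0% = DMSO wells and 100% = medium only without gametocytes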
Rab7 wt GTP bind: alters GTP binding to wildtype dog Rab7; GST-Rab7 beads, fluorescent GTP binding, flow cytometry; actives lie on both sides; untreated = 100%, excess cold GTP = 0%; GTP binding activity (percent of control), % at 10 µM; 0.055% of 190,000 active; AID 758;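 active = fluorescent GTP binding to Rab7 beads changed by at least 20 points from the 100% baseline, either direction, mostly lower; inconclusive = compound itself probably fluorescent, or too few beads counted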;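 also: median green fluorescence of bound Bodipy-FL-GTP per Rab7 bead population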
Avidin bead fluor: avidin bead compound fluorescence profile | Avidin beads, compound fluorescence 488/530 nm, flow cytometry; hits give high values | fluorescence (KMESF) at 10 µM | 0.38% of 220,000 active | AID 1775; in the data active = fluorescence above about 47; also: inactives centre near 10
Rac1 wt GTP bind: modulators of human Rac1 wildtype GTP binding. P63000. GST-Rac1 beads, fluorescent GTP binding, flow cytometry; actives lie on both sides; 0 = cold GTP competed, 100 = untreated. GTP binding activity (% of control), % at 10 µM. 0.27% of 190,000 active;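 active = GTP binding activity at least 20 points away from the 100% control level, either lower or higher; inconclusive = compound flagged as likely green fluorescent, judged across all proteins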
Cdc42 wt: human Cdc42 wildtype GTP binding change, either direction; P60953; GST-Cdc42 beads, Bodipy-GTP binding, flow cytometry; actives lie on both sides; percent activity (GTP binding), % at 10 µM; 0.2% of 190,000 active; AID 761;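 active = percent activity GTP binding at least 20 points away from the 100% baseline, either down as inhibitor or up as activator; inconclusive = compound flagged as likely green fluorescent from well-wide comparison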;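 also: median bead fluorescence of bound Bodipy-FL-GTP at 100 nM; 0% = excess unlabeled GTP control and 100% = no compound control; below 100% means less GTP binding so inhibitor and above means activator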
Target sequence (P60953 whole entry, looked up): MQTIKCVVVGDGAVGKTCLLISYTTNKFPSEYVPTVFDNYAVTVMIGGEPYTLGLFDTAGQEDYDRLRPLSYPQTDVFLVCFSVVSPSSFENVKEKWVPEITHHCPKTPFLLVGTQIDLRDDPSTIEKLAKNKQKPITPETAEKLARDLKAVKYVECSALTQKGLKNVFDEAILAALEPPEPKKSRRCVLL
* marks the source's active call; other numbers are inactive results; u = inconclusive; x = no result given.

SMILES	Rab2A wt mod	Rac1 mut GTP	ABCG2 inh	HRas wt GTP bind	Mcl1 Noxa PPI	ABCB1 block	Pf gametocyte	Rab7 wt GTP bind	Avidin bead fluor	Rac1 wt GTP bind	Cdc42 wt
Cc1ccccc1N(CC(=O)N/N=C/c1ccc(N(C)C)cc1)C(=O)c1ccccc1	97	97	3	97	24	1.4	x	98	4	94	95
N#CCCn1cc(C(=O)Nc2ccc([N+](=O)[O-])cc2)c(-c2cc3ccccc3o2)n1	96	93	-1	96	20	-0.2	20	100	8	95	94
CCOCCOc1nc(C)cc(C)c1S(=O)(=O)c1ccccc1C	x	x	0	x	-8	0.3	-5	x	19	x	x
COC(=O)Cc1nnc(NC(=O)c2ccccc2)s1	103	101	1	99	6	0.1	-3	102	10	100	98
C=CCOc1ccc(CNCCc2ccc(S(N)(=O)=O)cc2)cc1	96	92	-1	93	10	0.1	-1	100	3	90	89
COc1ccc(CC(=O)N2CCC(c3ccccc3)C2)cc1 (stereo not given)	98	94	1	98	14	0.1	17	107	10	98	93
O=C(c1ccc(CSc2nc3ccncc3[nH]2)cc1)N1CCN(c2cccc(Cl)c2)CC1	98	96	1	96	19	0.3	x	95	5	98	95
CC(=O)c1ccc(N2CCN(C(=O)c3ccco3)C(C)C2)c(F)c1 (stereo not given)	96	95	6	97	0	1.0	25	95	10	98	99
CC(C)(C)c1nc(CN2CCOCC2)ccc1O	100	98	3	100	12	0.3	-3	99	8	102	98
O=c1c(-c2ccco2)[n+]([O-])c2ccccc2n1OCc1ccccc1[N+](=O)[O-]	u	u	5	u	29	1.3	-4	u	8	u	u
COC(=O)c1ccc(=O)n(-c2ccc(OC)cc2)c1	97	95	5	99	-10	1.1	x	98	6	97	99
CCN(CC)CCNC(=O)c1cc2c(=O)n(C)c3ccccc3c2n1C	100	98	0	98	30	0.0	x	98	7	101	100
CCn1nnc(NC(=O)c2sc3ccccc3c2Cl)n1	95	96	18	97	8	0.7	x	98	5	97	94
CCOc1ccc(/C=N/NC(=O)Cc2csc(Nc3cccc(C(F)(F)F)c3)n2)c(OCC)c1	96	93	0	94	-1	-0.3	x	89	8	94	97
COc1ccc(C2C(C(=O)NCc3ccccc3)=C(C)Nc3ncnn32)cc1OC (stereo not given)	104	101	6	103	-10	0.3	x	101	22	105	105

Reprinted from the part before: six entries, followed by the next part.
SMILES	Rab2A wt mod	Rac1 mut GTP	ABCG2 inh	HRas wt GTP bind	Mcl1 Noxa PPI	ABCB1 block	Pf gametocyte	Rab7 wt GTP bind	Avidin bead fluor	Rac1 wt GTP bind	Cdc42 wt
O=c1c(-c2ccco2)[n+]([O-])c2ccccc2n1OCc1ccccc1[N+](=O)[O-]	u	u	5	u	29	1.3	-4	u	8	u	u
COC(=O)c1ccc(=O)n(-c2ccc(OC)cc2)c1	97	95	5	99	-10	1.1	x	98	6	97	99
CCN(CC)CCNC(=O)c1cc2c(=O)n(C)c3ccccc3c2n1C	100	98	0	98	30	0.0	x	98	7	101	100
CCn1nnc(NC(=O)c2sc3ccccc3c2Cl)n1	95	96	18	97	8	0.7	x	98	5	97	94
CCOc1ccc(/C=N/NC(=O)Cc2csc(Nc3cccc(C(F)(F)F)c3)n2)c(OCC)c1	96	93	0	94	-1	-0.3	x	89	8	94	97
COc1ccc(C2C(C(=O)NCc3ccccc3)=C(C)Nc3ncnn32)cc1OC (stereo not given)	104	101	6	103	-10	0.3	x	101	22	105	105
C=CCN(CC=C)C(=O)COC(=O)c1ccc(Sc2ncn[nH]2)c([N+](=O)[O-])c1	93	94	-1	94	13	-0.5	10	102	8	95	90
Cc1cccc(N2CCN(S(=O)(=O)c3cccc4nonc34)CC2C)c1 (stereo not given)	96	94	0	94	-9	0.1	x	97	13	96	95
CC(=O)N1CCC2(CC1)CC(=O)c1cc(OCC(=O)N3CCOCC3)ccc1O2	94	95	9	93	7	-0.1	-11	92	9	94	95
CCN(CC)C(=O)c1[nH]cnc1C(=O)N[C@@H](CCCCNC(=O)OC(C)(C)C)C(=O)OC(C)(C)C	95	97	4	96	-3	0.4	12	96	6	98	97
Cc1ccccc1-n1c(=O)c2ccccc2n2cnnc12	99	102	2	100	15	0.1	-13	99	10	101	103
NC(=O)c1ccsc1NC(=O)c1cc(=O)c2ccccc2o1	96	96	7	95	50	0.9	x	92	3	96	97
Cc1ccc(-n2cnnn2)cc1Cl	100	96	2	98	14	0.5	x	95	11	101	99
COc1cccc(-c2noc(CCCC(=O)N3CCOCC3)n2)c1	101	96	1	102	3	0.1	-5	101	14	101	99
N/C(Cc1ccc([N+](=O)[O-])cc1)=N\OC(=O)COc1ccccc1Cl	99	102	3	101	6	0.6	-9	97	7	102	102
CCOc1ccc(OCC(=O)Nc2ccc(OC)cc2)cc1	94	95	13	101	4	1.7	x	96	22	99	100
COc1ccc(-n2nnc3c(=O)n(Cc4ccccc4C)cnc32)cc1	100	100	15	96	17	-0.2	x	97	14	104	103
COc1ccc(OC)c(NC(=O)COC(=O)Cc2ccc(-c3ccccc3)cc2)c1	96	97	8	97	3	0.8	x	97	13	101	99
Cc1ccc(C)c(S(=O)(=O)Nc2ccc(O)c(C(=O)O)c2)c1	97	97	0	97	5	0.0	x	99	10	102	93
CCC(C)(C)n1nnnc1C(c1cccnc1)N1CCCC(C)C1 (stereo not given)	96	98	6	97	1	1.5	-11	96	22	96	96
COc1ccccc1N1CCN(S(=O)(=O)c2ccc3c4c(cccc24)C(=O)N3C)CC1	99	98	5	100	13	4.6	x	99	-3	99	100
CCNC(=S)N1CCC(n2cnc3ccccc32)CC1	98	95	0	99	-4	0.0	-1	103	10	99	97
C=CCOc1c(CNn2nnnc2N)cccc1OC	98	99	-1	100	-13	-0.3	x	102	7	108	99
CCCc1[nH]nc2c1C(c1ccc(OC(=O)c3ccco3)cc1)C(C#N)=C(N)O2 (stereo not given)	103	101	14	101	7	-0.7	-2	101	12	103	102
COc1cc2c(cc1OC)C(C(=O)N1CCCC1)C(c1ccccc1F)N(C)C2=O (stereo not given)	102	100	-1	101	14	-0.5	x	101	12	101	101
CCn1cc(CN2CCN(Cc3ccc(OC)c(C)c3C)C(CCO)C2)c(C)n1 (stereo not given)	98	98	0	98	-11	0.1	2	103	9	102	97
COc1ccc(CNC(=O)c2ccc(CNc3c(NC4CCCCC4)c(=O)c3=O)cc2)cc1	100	98	0	100	5	-0.2	x	99	2	104	103
COc1ccc(OCC(=O)N(C)Cc2ccccc2)cc1	99	98	1	100	-1	0.2	x	96	25	104	101
Nc1nc(-c2cccs2)c(CC(=O)O)s1	94	95	-2	99	30	-0.4	x	106	23	97	89
Fc1ccccc1C1c2cccn2CCN1C(=S)Nc1cccc(Br)c1 (stereo not given)	98	97	0	101	2	-0.3	x	103	10	98	97
COc1ccc2nc(SCC(=O)N3CCCCC3)c(C#N)cc2c1	100	100	25	97	22	-0.9	21	99	10	96	103
CCNc1nc(NC(C)C)nc(N(C#N)CC(=O)OC)n1	100	95	1	95	4	0.2	x	101	10	99	92
CCN1CCN(C(CNS(=O)(=O)c2ccc(OC)cc2)c2cccnc2)CC1 (stereo not given)	102	102	2	102	4	0.3	x	98	23	105	101
O=C(COc1ccc(/C=N/NC(=O)c2ccccc2)cc1)Nc1ccc([N+](=O)[O-])cc1	100	98	-1	102	8	-0.3	-19	103	22	102	101
COc1ccc(-c2c3c(=O)n(C)c(=O)n(C)c3cn2NC(C)=O)cc1	100	97	0	97	6	-0.4	x	97	9	97	97
CN1CCN(NC(=O)c2cccs2)CC1	96	97	1	98	4	0.5	x	100	10	103	98

Whole records, looked up by structure. Order of screens: Rab2A wt mod, Rac1 mut GTP, ABCG2 inh, HRas wt GTP bind, Mcl1 Noxa PPI, ABCB1 block, Pf gametocyte, Rab7 wt GTP bind, Avidin bead fluor, Rac1 wt GTP bind, Cdc42 wt
Record of `CCNc1nc(NC(C)C)nc(N(C#N)CC(=O)OC)n1` = 100, 95, 1, 95, 4, 0.2, x, 101, 10, 99, 92
Record of `COc1ccc2nc(SCC(=O)N3CCCCC3)c(C#N)cc2c1` = 100, 100, 25, 97, 22, -0.9, 21, 99, 10, 96, 103
Record of `CCN1CCN(C(CNS(=O)(=O)c2ccc(OC)cc2)c2cccnc2)CC1` (stereo not given) = 102, 102, 2, 102, 4, 0.3, x, 98, 23, 105, 101
Record of `Fc1ccccc1C1c2cccn2CCN1C(=S)Nc1cccc(Br)c1` (stereo not given) = 98, 97, 0, 101, 2, -0.3, x, 103, 10, 98, 97

Additional results follow.
SMILES	Rab2A wt mod	Rac1 mut GTP	ABCG2 inh	HRas wt GTP bind	Mcl1 Noxa PPI	ABCB1 block	Pf gametocyte	Rab7 wt GTP bind	Avidin bead fluor	Rac1 wt GTP bind	Cdc42 wt
Cc1[nH][nH]c(=O)c1C=Nc1ccc(C(F)(F)F)cc1	101	97	2	102	-1	0.1	2	98	12	98	102
Cc1cc(=O)oc2cc(OCC(=O)OCC(=O)Nc3ccc4ccccc4c3)ccc12	96	96	1	97	-12	-0.9	x	93	11	103	103
Nc1cc(=O)[nH]c(SCC(=O)Nc2ccccc2Sc2ccccc2)n1	99	98	-2	99	-4	-0.6	13	103	22	99	94
O/N=C/c1cc(Cl)ccc1OCc1ccccc1Cl	101	96	4	103	28	0.8	x	105	15	102	102
CCc1cccc(NC(=O)C2CCCN(S(=O)(=O)c3c(C)[nH]c(=O)[nH]c3=O)C2)c1 (stereo not given)	99	99	3	100	-7	1.3	-46	100	38	99	100
CC1=NN(c2ccc(C)cc2)C(=O)/C1=C\C=C\c1ccccc1	95	92	-7	95	8	-0.9	x	96	2	97	90
CN(C)S(=O)(=O)c1cc(NC2CC(=O)N(c3ccc(F)cc3)C2=O)ccc1Cl (stereo not given)	u	u	-1	u	7	-0.3	-43	u	11	u	u
COCCN1Cc2cccc(C(=O)NCc3cccnc3)c2C1=O	100	101	0	98	2	0.1	x	100	7	106	100
CN1CCN(C(=S)Nc2ccc(Cl)c(Cl)c2)CC1	100	100	4	100	-1	-0.4	-9	105	3	104	100
CCN(C(=O)CN1C(=S)NC(C)(C)CC1C)c1ccc(C)c(C)c1 (stereo not given)	99	96	0	97	10	0.7	-38	93	10	97	98
